# HSF-1 act: increases HSF-1 driven luciferase reporter signal; NIH3T3-HGL HSF-1 luciferase reporter, MG132, 8 h; 100% = twice DMSO control signal; activation, % at 9 µM; 300,000 tested, 1.7% active;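 active = mean replicate activation of at least 50% with a set share of replicates each reaching 50%; inconclusive = only one of those two conditions met; inactive = mean below 50% and too few replicates reaching it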;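 note: 0% = median of the neutral control wells and 100% = twice that signal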
# HSP90 refold inh: inhibitors of HSP90 luciferase refolding in rabbit reticulocyte lysate | luciferase refolding luminescence, 3 h | inhibition, % at 5.6 µM | 290,000 tested, 0.91% active | AID 1789;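 active = inhibition above the screen-wide mean plus 3 SD, computed separately per campaign, cut at about 16% in these data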;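 note: 0% = DMSO wells and 100% = 60 µM geldanamycin wells; inhibitors lower the luminescence because luciferase stays unfolded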
# HSF1 inh: HSF1 inhibition | 300,000 tested, 0.77% active | activity change, negative = inhibition, % at 7.5 µM (by protocol) | NIH3T3-HGL HSE-luciferase, MG132-induced, luminescence 8 h; active compounds read low;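 active = more than half of replicate wells show activity change below -50%, luminescence cut by over half; inconclusive = some wells, but at most half, below -50%; inactive = no replicate well below -50%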;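 note: luciferase reports HSF-1 transcriptional activity via heat shock element; 0% = median of DMSO wells and -100% = zero luminescence signal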
# GSK3A inh: inhibitors of human GSK-3 alpha kinase; ADP-Glo luminescence, 60 min; inhibition, % at 10 µM; 320,000 tested, 0.1% active; AID 2650;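 in the data active = inhibition above about 50%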;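 note: GST-tagged GSK-3 alpha with peptide substrate and 25 µM ATP; 0% = DMSO neutral wells and 100% = GW8510 positive control wells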
# Target sequence (P49840 whole entry, looked up): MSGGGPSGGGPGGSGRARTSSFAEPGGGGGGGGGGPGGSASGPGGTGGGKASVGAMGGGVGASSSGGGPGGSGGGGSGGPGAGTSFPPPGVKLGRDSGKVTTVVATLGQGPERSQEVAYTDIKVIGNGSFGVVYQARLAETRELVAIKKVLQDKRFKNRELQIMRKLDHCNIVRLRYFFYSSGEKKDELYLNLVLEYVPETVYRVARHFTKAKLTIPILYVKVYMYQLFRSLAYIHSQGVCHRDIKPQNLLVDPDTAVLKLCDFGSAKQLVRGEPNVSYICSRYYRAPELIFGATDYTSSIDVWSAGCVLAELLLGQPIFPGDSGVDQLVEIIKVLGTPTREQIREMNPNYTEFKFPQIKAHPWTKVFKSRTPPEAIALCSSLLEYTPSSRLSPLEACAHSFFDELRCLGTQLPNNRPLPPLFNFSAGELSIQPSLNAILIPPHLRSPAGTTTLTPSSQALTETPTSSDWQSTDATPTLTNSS
# KLF5 inh: suppresses KLF5 promoter-driven expression; inhibition, % at 5 µM; DLD-1 KLF5 promoter-luciferase reporter, luminescence; 290,000 tested, 0.23% active;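 active = inhibition above a per-plate limit of that plate's mean compound inhibition plus 3 SD, cut at about 60% in these data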;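 note: 0% = DMSO wells and 100% = LY294002 at 200 µM; higher means less KLF5 promoter-driven luciferase light; inactives centre near -14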
# GSK3B inh: blocks human GSK3beta kinase activity; P49841; GST-GSK3beta kinase, ADP-Glo luminescence, 60 min; active compounds read low; activity score (negative = inhibition), % at 10 µM; 300,000 tested, 0.038% active; AID 2097;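 active = more than half of replicate wells score below -50%, meaning over 50% inhibition versus plate controls; inconclusive = some replicates but at most half score below -50%; inactive = no replicate scores below -50%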;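 note: 0% = median DMSO wells and -100% = median GW8510 positive control wells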
# Target sequence (P49841 whole entry, looked up): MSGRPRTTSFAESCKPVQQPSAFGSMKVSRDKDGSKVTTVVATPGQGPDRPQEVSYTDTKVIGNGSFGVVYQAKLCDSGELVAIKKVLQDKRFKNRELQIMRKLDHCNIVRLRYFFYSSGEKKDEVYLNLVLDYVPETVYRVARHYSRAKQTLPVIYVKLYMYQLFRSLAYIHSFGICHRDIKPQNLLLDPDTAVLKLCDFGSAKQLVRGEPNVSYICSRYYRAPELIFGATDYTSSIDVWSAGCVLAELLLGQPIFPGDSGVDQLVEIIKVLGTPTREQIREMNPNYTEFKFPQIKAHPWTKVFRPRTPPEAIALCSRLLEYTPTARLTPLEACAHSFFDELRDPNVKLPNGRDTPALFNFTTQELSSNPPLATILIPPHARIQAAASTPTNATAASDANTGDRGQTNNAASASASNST
#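 Test system – GST-tagged human GSK3beta kinase, cell-free · Incubation – 60 min enzyme reaction, room temperature · Signal – ADP-Glo luminescence · Also added – peptide substrate and ATP at 25 µM · Controls – DMSO neutral wells and GW8510 at 20 µM as positive · Buffer or medium – Tris/MgCl2 kinase buffer · Measure – Luminescence-derived activity versus plate DMSO and GW8510 wells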
# IEC-6 cytotox: IEC-6 cytotoxicity, counter-screen for KLF5 inhibitors. luminescence viability. inhibition, % at 5 µM. 290,000 tested, 0.78% active. AID 1825; in the data active = inhibition above about 22%;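 note: 0% = plate median of test compound wells and 100% = cytotoxic reference compound wells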
# Platelet DG rel: platelet dense granule release activity; human platelet-rich plasma, SFLLRN dense granule ATP release, luminescence; inhibition, %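 (compounds screened at 7.5 µM in platelet-rich plasma)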; 300,000 tested, 0.22% active; AID 1663;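 active = mean replicate score, as percent of positive control, at or above 50; inconclusive = mean below 50 but at least one replicate at or above 50; inactive = mean and every replicate below 50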
# aSyn 5UTR inh: MLPCN primary screen, SNCA 5' untranslated region | alpha-synuclein 5'UTR reporter, inhibitor activity | inhibition, % (tested at 7.5 µM) | 300,000 tested, 0.82% active; in the data active = inhibition above about 60%; inconclusive = no clear call, values can overlap the other calls;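 note: H4 neuroglioblastoma cells stably carrying SNCA 5'UTR luciferase fusion; 0% = DMSO wells and 100% = positive control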
# DYRK1A inh: Dyrk1A (rat) kinase inhibition | Q63470 | ADP-Glo luminescence, NFATc1 peptide | inhibition, % at 12.5 µM | 310,000 tested, 0.43% active | AID 504441; in the data active = inhibition above about 50%;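 note: plate controls were vehicle with enzyme for no effect and no enzyme for full effect; many of its hits are not listed in these tables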
# Numbers without * were called inactive; u = inconclusive; x = not tested or not shown. A portion of the library; the hit share may differ from the screen's.
no.	Structure	HSF-1 act	HSP90 refold inh	HSF1 inh	GSK3A inh	KLF5 inh	GSK3B inh	IEC-6 cytotox	Platelet DG rel	aSyn 5UTR inh	DYRK1A inh
1	COc1cccc(NC(=O)Cn2cc(C=O)c3ccccc32)c1	-13	4	-10	-1	-21	-5	5	-10	10	-1
2	Cc1cc(C)nc(NC(=O)c2ccc(Cl)cc2Cl)n1	-1	0	-13	x	-19	-3	-1	-6	-6	x
3	CN1CCN(c2nc3c(c(=O)n(C)c(=O)n3C)n2Cc2ccccc2F)CC1	35	-2	4	2	0	2	7	-2	-5	5
4	Cc1ccsc1-c1n[nH]c(=S)n1C1CCCCC1	-20	1	-1	11	4	-2	4	13	15	-2
5	CCC(NC(=O)Cc1cccs1)c1ccccc1 (stereo unspecified)	1	-1	-6	-1	4	1	-6	7	5	12
6	COc1ccccc1/C=c1\sc2nc(-c3ccccc3OC)nn2c1=O	x	2	x	x	-3	x	7	x	x	-3
7	C/C(=N\Nc1nncc2ccccc12)c1ccc(OCC(=O)N(C)C)cc1	15	3	-1	2	-79	1	-2	-16	-33	-4
8	Cc1ccc(CNC(=O)CCS(=O)(=O)c2ccc3c(c2)NC(=O)CS3)cc1	12	-2	10	2	-69	0	-2	2	6	0
9	COc1ccc(-n2c(CN3CCN(c4ccccn4)CC3)nc3ccc([N+](=O)[O-])cc3c2=O)c(OC)c1	7	0	1	0	21	4	-8	1	25	-5
10	COc1ccc(C)cc1NC(=O)c1nn(C)c(C(=O)Nc2cc(C)ccc2OC)c1[N+](=O)[O-]	3	-1	-2	0	-21	0	0	1	-1	x
11	O=C(Cn1cnc([N+](=O)[O-])n1)N/N=C/c1ccccc1O	-6	-1	-1	1	-6	6	-4	-1	-8	-2
12	O=[N+]([O-])c1ccc(-c2cn(-c3ccc(Cl)cc3)c(=S)[nH]2)cc1	-17	7	-3	0	7	-2	-2	-10	-52	3
13	COc1ccc(N(CC(=O)NC2CCCC2)C(=O)Cn2nnc(-c3ccc(C)o3)n2)cc1	10	0	3	x	-8	1	-3	-2	6	4
14	Cc1ccc(CN(CC(=O)NC2CCCCC2)C(=O)c2csnn2)cc1	22	5	6	-1	-52	-1	3	1	9	-8
15	COc1ccc(-n2c(SCC(=O)Nc3cc(C)on3)nc3c(c2=O)SCC3)cc1OC	-3	3	0	-1	-10	0	8	31	6	-2
16	O=S(=O)(c1ccc(NC(=S)NCc2cccnc2)cc1)N1CCCCC1	15	2	-5	-2	14	-2	4	-8	86*	1
17	CCCN(CCC)CCCNC(=O)CC1Nc2ccccc2NC1=O (stereo unspecified)	-8	-1	-2	19	-24	-3	-8	6	-9	7
18	COc1ccc(C=Nc2cccnc2N)cc1	18	2	4	1	-34	2	-7	3	-67	-3
19	COc1ccccc1/C=N/NC(=O)c1ccc(N(C)S(=O)(=O)c2ccccc2)cc1	7	1	-6	4	12	-1	2	-1	-27	0
20	O=S(=O)(NCCO)c1cccc2cccnc12	-1	1	-6	2	-2	3	-2	-7	-20	13
21	COc1cccc(CNC(=O)CCC2CCCN(C3CCOCC3)C2)c1 (stereo unspecified)	-7	0	-3	0	-30	0	-10	0	19	2
22	O=C1C2C3C=CC(C4CC34)C2C(=O)N1CCCCN1CCN(c2ccc(F)cc2)CC1 (stereo unspecified)	7	x	-4	-3	x	4	x	6	13	3
23	Cc1ccc(-n2c(C)c([N+](=O)[O-])c3ccc(O)c(CN(C)C)c32)cc1	30	1	4	5	-22	-3	-1	-3	8	8
24	COc1ccc(C(=O)Oc2ccc(C(C)=O)cc2)c(OC)c1	60*	-4	25	-1	-18	5	1	-11	-7	4
25	CC(=O)c1ccc(NC(=S)N2c3ccccc3CC2C)cc1 (stereo unspecified)	25	3	10	-4	-36	0	2	2	-50	6
26	CC(Oc1ccc2c3c(c(=O)oc2c1)CCC3)C(=O)NCc1ccccn1 (stereo unspecified)	-12	8	-4	1	-9	-3	0	1	-15	4
27	CCn1c(SCC(=O)N2CCCc3ccccc32)nnc1-c1ccco1	-7	3	-10	3	-23	0	8	-2	13	10
28	Cc1ccc(/C=C/C(=O)O)cc1S(=O)(=O)N1CCCc2ccccc21	-4	-1	-1	-5	-13	1	3	11	20	-3
29	Cc1cccc(OCC(=O)NCCNC(=O)c2cnccn2)c1	-28	6	-10	0	-21	-1	5	-3	8	8
30	C/C(=N\Nc1cc(C(F)(F)F)ccc1Cl)c1ccncc1	18	-6	7	-2	-20	1	-2	-1	10	-2
31	O=C(C1=C[C@@H](c2ccccc2)C[C@@H](OCc2ccc(CO)cc2)O1)N1CCN(Cc2ccc3c(c2)OCO3)CC1	-22	5	-12	-6	6	-21	6	1	-5	-2
32	CCn1c(SCc2cc(=O)[nH]c3ccccc23)nnc1C1CC1	-3	4	-5	-3	-27	3	4	-10	35	-1
33	O=C(COC(=O)c1c2c(nc3ccccc13)/C(=C/c1cccc([N+](=O)[O-])c1)CCC2)NC1CCS(=O)(=O)C1 (stereo unspecified)	23	1	14	13	1	-8	2	-2	5	2
34	Cc1ccc2c(c1)sc1nc(=O)n(-c3cccc(Cl)c3)c(=O)n12	43	2	12	3	23	3	-7	10	-209	3
35	S=C(NC1CCCC1)N1CCN(c2ncccn2)CC1	-4	-1	-3	3	-27	-3	-1	0	3	-1
36	O=C(NN1C(=O)C2C3C=CC(C4CC34)C2C1=O)c1ccc(Cl)c(Cl)c1 (stereo unspecified)	1	1	-6	0	-18	0	5	-4	-17	-4
37	CC(NC(=O)COC(=O)c1ccc(Cl)cc1O)c1ccc(F)cc1 (stereo unspecified)	21	-3	-2	-1	-27	0	0	2	2	x
38	CCC1CCCCN1C(=O)c1c(-c2ccccc2)noc1C (stereo unspecified)	8	-1	5	-3	-6	0	-2	-25	12	-8
39	CC(=O)N1CCc2c(sc(NC(=O)Cc3ccccc3)c2C#N)C1	31	-5	0	-1	-20	3	1	2	6	-2
40	CN1CCN(c2ccccc2NC(=O)c2ccc(F)cc2)CC1	x	10	x	7	-3	1	4	-1	-3	0
41	Cc1ccc(-c2c(C)sc(=NC(=O)c3ccco3)n2C)cc1	u	1	16	0	-140	0	8	5	-123	-4
42	COc1ccc2nc(SCC(=O)NCc3ccccc3)[nH]c2c1	37	1	7	-1	-24	5	0	10	11	22
43	CCSc1nc2c(c(=O)[nH]1)C(c1ccc(C)cc1)C1=C(CCCC1=O)N2 (stereo unspecified)	11	2	10	0	-9	3	0	-1	-6	-6
44	CCCCCC(=O)Nc1cccc(C2=NOC3(C2)C[C@H](C(N)=O)N(C(=O)CC#N)C3)c1 (stereo partly specified)	6	x	-2	x	x	3	x	0	15	x
45	Cc1cc(C)nc(NC2=NCC(=O)N2c2cccc(Cl)c2)n1	-10	3	2	-4	-15	-3	8	5	-6	1
46	CCSc1nnc(NC(=O)CSc2nc3c(c(=O)n2C)SC(C)C3)s1 (stereo unspecified)	-14	2	1	1	13	2	2	-6	20	x
47	Cc1cccc(Cc2nnc(CCC(=O)N(C)Cc3ccncc3C)o2)c1	1	-3	-8	-2	-30	1	-5	-23	-14	-2
48	CCc1noc(C)c1C(=O)N1CCCC(C(=O)c2ccc(OC)c(F)c2)C1 (stereo unspecified)	-2	-4	-11	6	-22	0	-3	1	-35	-4
49	O=C(NCCSCc1ccccc1)c1cc(S(=O)(=O)N2CCOCC2)ccc1F	-4	4	-6	0	-27	-2	-2	3	26	2
50	CCOC(=O)N1CCN(C(=O)c2cc(OCC)c(OCC)c(OCC)c2)CC1	1	0	1	1	-18	2	2	1	-13	10
51	Cc1cc(C)cc(N2CCCn3c2nc2c3c(=O)n(CC(=O)OCc3ccccc3)c(=O)n2C)c1	24	1	6	-3	-22	-3	1	6	10	-5
52	Cc1nn(-c2ccccc2Cl)c(Cl)c1/C=N/Nc1nc2ccccc2s1	-86	5	-84*	-1	15	-3	-2	17	69*	0
53	CCOc1ccc(C(=O)NC(=S)Nc2cccnc2)cc1[N+](=O)[O-]	17	-10	4	-3	-76	-3	-12	5	-15	-7
54	Cc1c(N=C2C=CC(=O)c3ccccc32)c(=O)n(-c2ccccc2)n1C	34	2	23	x	-17	1	1	11	19	5
55	CC(=O)Nc1ccc(S(=O)(=O)NCCSc2ccccn2)cc1	-5	0	5	1	-30	1	-1	0	10	1
56	N=c1c(C(=O)NCC2CCCO2)cc2c(=O)n3ccccc3nc2n1Cc1ccco1 (stereo unspecified)	5	-1	6	-1	-25	x	-6	5	3	3
57	COC(=O)c1cc(S(=O)(=O)N(C)C2CCCCC2)c[nH]1	-5	-4	0	-1	-25	-4	3	14	-8	6

# Ordered by SMILES length (descending): some entries from above.
no.	Structure	HSF-1 act	HSP90 refold inh	HSF1 inh	GSK3A inh	KLF5 inh	GSK3B inh	IEC-6 cytotox	Platelet DG rel	aSyn 5UTR inh	DYRK1A inh
51	Cc1cc(C)cc(N2CCCn3c2nc2c3c(=O)n(CC(=O)OCc3ccccc3)c(=O)n2C)c1	24	1	6	-3	-22	-3	1	6	10	-5
56	N=c1c(C(=O)NCC2CCCO2)cc2c(=O)n3ccccc3nc2n1Cc1ccco1 (stereo unspecified)	5	-1	6	-1	-25	x	-6	5	3	3
48	CCc1noc(C)c1C(=O)N1CCCC(C(=O)c2ccc(OC)c(F)c2)C1 (stereo unspecified)	-2	-4	-11	6	-22	0	-3	1	-35	-4
49	O=C(NCCSCc1ccccc1)c1cc(S(=O)(=O)N2CCOCC2)ccc1F	-4	4	-6	0	-27	-2	-2	3	26	2
52	Cc1nn(-c2ccccc2Cl)c(Cl)c1/C=N/Nc1nc2ccccc2s1	-86	5	-84*	-1	15	-3	-2	17	69*	0
46	CCSc1nnc(NC(=O)CSc2nc3c(c(=O)n2C)SC(C)C3)s1 (stereo unspecified)	-14	2	1	1	13	2	2	-6	20	x
47	Cc1cccc(Cc2nnc(CCC(=O)N(C)Cc3ccncc3C)o2)c1	1	-3	-8	-2	-30	1	-5	-23	-14	-2
57	COC(=O)c1cc(S(=O)(=O)N(C)C2CCCCC2)c[nH]1	-5	-4	0	-1	-25	-4	3	14	-8	6
55	CC(=O)Nc1ccc(S(=O)(=O)NCCSc2ccccn2)cc1	-5	0	5	1	-30	1	-1	0	10	1
